Screens deposited in PubChem by National Center for Advancing Translational Sciences (NCATS).
PTHR1 ag – qHTS for PTHR1 Agonists: Primary Screen; 410,000 tested, 0.075% active; Parathyroid hormone/parathyroid hormone-related peptide receptor (Homo sapiens), Q03431; Potency, µM (top dose mostly 115 µM), inactives show at the top dose activation, actives largely listed as activators; AID 743266, 2014; HEK293 GP2 PTHR1 cells, GloSensor cAMP luminescence, 1 h; note: potency is the fitted concentration of half-maximal effect; nearly all actives have a fitted effect of over 55% in size; some results filed as inactive show a strong effect at the top dose; inactives centre near -15; many of its hits are not listed in these tables
Target sequence (Q03431 whole entry, looked up): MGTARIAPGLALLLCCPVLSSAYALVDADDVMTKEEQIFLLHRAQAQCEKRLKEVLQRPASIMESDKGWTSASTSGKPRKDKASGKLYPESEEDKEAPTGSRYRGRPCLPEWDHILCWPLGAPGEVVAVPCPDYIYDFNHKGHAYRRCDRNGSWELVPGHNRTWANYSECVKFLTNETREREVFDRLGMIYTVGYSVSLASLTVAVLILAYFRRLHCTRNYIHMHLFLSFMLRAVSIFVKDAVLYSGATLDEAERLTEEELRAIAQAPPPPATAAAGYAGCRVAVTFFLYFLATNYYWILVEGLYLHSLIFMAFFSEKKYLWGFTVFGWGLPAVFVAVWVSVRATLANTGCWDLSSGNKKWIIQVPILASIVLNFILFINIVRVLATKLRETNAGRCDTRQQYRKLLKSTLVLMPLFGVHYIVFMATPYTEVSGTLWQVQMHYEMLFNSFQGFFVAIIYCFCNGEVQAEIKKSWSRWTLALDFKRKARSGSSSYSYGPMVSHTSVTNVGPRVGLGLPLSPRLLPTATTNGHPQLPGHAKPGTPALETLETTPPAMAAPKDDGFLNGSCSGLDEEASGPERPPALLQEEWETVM
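HEK-293-derived GP2 cells expressing PTHR1 and a GloSensor cAMP reporter, 3,000/well, plated overnight, given luciferin plus IBMX (each 0.5 mM as added) for 1 h at 37 °C, then compound for 1 h at 37 °C. Luminescence was read after 15 min at room temperature.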
EPAC1 ag – qHTS for Agonist of cAMP-regulated guanine nucleotide exchange factor 3 (EPAC1): primary screen; 360,000 tested, 0.073% active; Rap guanine nucleotide exchange factor 3 (Homo sapiens), O95398; Potency, µM (highest dose often 154 µM), for inactives: top-dose activation, usual class: activators; EPAC1 agonist qHTS, biochemical assay; response scale: 100% = response to 6.5 mM cAMP; note: potency is the fitted concentration of half-maximal effect; nearly all actives have a fitted effect of over 60% in size
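Compounds were pinned as a concentration titration into mixtures of EPAC1 (100 nM), BODIPY-GDP-loaded Rap1B (250 nM) and GDP (50 uM). After 5 min at room temperature, fluorescence was followed for 30 min; activity was scaled to 6.5 mM cAMP.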
EPAC1 antagonist – qHTS for Antagonist of cAMP-regulated guanine nucleotide exchange factor 3 (EPAC1): primary screen; Rap guanine nucleotide exchange factor 3 (Homo sapiens), O95398; 360,000 tested, 0.14% active; EPAC1 GEF assay, Rap1b-BODIPY-GDP exchange fluorescence; Potency, µM (series often up to 115 µM), for the others: at the highest dose activity change, negative = inhibition, usual class: inhibitors;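 note: potency is the fitted concentration of half-maximal effect; plate controls were vehicle for no effect and positive control for full effect; nearly all actives have a fitted effect of over 50% in size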
PI5P4Ka inh – qHTS for Inhibitors of phosphatidylinositol 5-phosphate 4-kinase (PI5P4K); Phosphatidylinositol 5-phosphate 4-kinase type-2 alpha (Homo sapiens), P48426; PI5P4Kalpha enzyme, ADP-Glo luminescence, 60 min; hits give low values; max response, %; 330,000 tested, 1.2% active; AID 652105, 2013; active = max response of -50% or lower; inconclusive = between -30% and -50%; inactive = -30% or higher; note: value at the top dose of about 77 µM; % is set by controls: 0 for no effect and ±100 for the full control effect
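Quantitative HTS of the MLSMR library against PI5P4Kalpha with substrate. ATP added last at 5 microM final; room temperature, 60 minutes. Remaining ATP depleted, ADP converted and read as luminescence.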
GLP1R inv ag – qHTS of GLP-1 Receptor Inverse Agonists (Inhibition Mode); Glucagon-like peptide 1 receptor (Homo sapiens), P43220; HEK293 GLP-1R CRE-luciferase, luminescence, 24 h; GLP-1R form is constitutively active; Potency, µM (top dose mostly 38.3 µM), for inactives: top-dose activity change, negative = inhibition, most hits filed as inhibitors; 410,000 tested, 1.6% active; AID 624417, 2012; note: potency is the fitted concentration of half-maximal effect; % is set by controls: 0 for no effect and ±100 for the full control effect; nearly all actives have a fitted effect of over 55% in size
Target sequence (P43220 whole entry, looked up): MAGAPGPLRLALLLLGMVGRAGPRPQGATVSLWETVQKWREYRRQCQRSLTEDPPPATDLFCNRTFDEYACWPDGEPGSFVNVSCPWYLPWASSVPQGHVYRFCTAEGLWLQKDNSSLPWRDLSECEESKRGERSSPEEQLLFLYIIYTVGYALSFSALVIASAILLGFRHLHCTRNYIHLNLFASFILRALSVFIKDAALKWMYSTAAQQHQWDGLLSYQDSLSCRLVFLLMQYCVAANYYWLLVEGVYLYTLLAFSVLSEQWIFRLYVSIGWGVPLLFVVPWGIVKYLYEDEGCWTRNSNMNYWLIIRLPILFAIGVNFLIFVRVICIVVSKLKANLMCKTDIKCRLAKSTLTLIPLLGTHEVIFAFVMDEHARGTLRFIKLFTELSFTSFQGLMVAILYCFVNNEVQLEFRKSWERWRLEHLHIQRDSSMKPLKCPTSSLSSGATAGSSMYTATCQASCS
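Seeding at 200 cells/uL, 12 h culture, 24 hr compound treatment, then luciferase reagent and a luminescence read; cells are HEK293 stably expressing a constitutively active GLP-1R plus cAMP-responsive luciferase.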
HEK293 tox – qHTS of GLP-1 Receptor Inverse Agonists: Cytotox Screen; HEK293 cAMP-luciferase reporter cells, luminescence, 24 h; Potency, µM (titrated, usually from 38.3 µM), without a hit: at the top dose activity change, negative = inhibition, usual class: inhibitors; 410,000 tested, 0.13% active;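 note: loss of luciferase light is scored as toxicity; potency is the fitted concentration of half-maximal effect; % is set by controls: 0 for no effect and ±100 for the full control effect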
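Seeding density was 200 cells/uL; after overnight-length (12 h) culture, 23 nL compounds went on for 24 h at 37 °C. Readout used a luciferase detection reagent, luminescence taken after 12 min at room temperature.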
GLP1R ag – qHTS of GLP-1 Receptor Agonists; HEK293 GLP-1R CRE-luciferase, luminescence, 4-6 h; cells express a hypersensitive GLP-1R form; Potency, µM (series often up to 45.6 µM), for the others: at the top dose activation, actives largely listed as activators; 380,000 tested, 0.007% active; AID 624172, 2012; note: potency is the fitted concentration of half-maximal effect; % of control where 0% means no effect
PLK1 PBD inh – qHTS for Inhibitors of PLK1-PDB (polo-like kinase 1 - polo-box domain): Primary Screen; Serine/threonine-protein kinase PLK1 (Homo sapiens), P53350; Plk1 PBD binding of FITC phosphopeptide, fluorescence polarization; Potency, µM, for the others: max response, negative = inhibition, hits mostly inhibitors; 360,000 tested, 2.8% active; AID 720504, 2013; note: potency is the fitted concentration of half-maximal effect; series mostly up to about 57 µM; % is set by controls: 0 for no effect and ±100 for the full control effect; nearly all actives have a fitted effect of over 65% in size
IL-2 act – qHTS of IL-2 Activators; IL-2 activation reporter assay, cell-based qHTS; stimulated with anti-CD3/CD4/CD28 beads; in transgenic mouse T cells; 360,000 tested, 0.065% active; activation, % (series mostly up to about 46 µM); in the data active = activation above about 50%; inconclusive = mostly about 30% to 49%; note: 0% is about no effect
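Screening format: compound pinned onto unstimulated transgenic mouse T cells, 60 min incubation, then anti-CD3/anti-CD4/anti-CD28 bead stimulation for 18 hours at 37 degrees C, followed by EGFP and DsRed detection.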
Starred values were filed as active, the others as inactive; i = inactive; ? = inconclusive; . = not tested or not shown; [ ] = remark or other dose. Unless noted, calls come from the whole dose curve; as a rule, active = well fitted curve in the direction sought with a large enough effect; inconclusive = small, poorly fitted or top-dose-only effect, or another doubt; inactive = no such curve, though single readings can be large; an effect the other way counts as inactive or inconclusive.

Preview:
SMILES	PTHR1 ag	EPAC1 ag	EPAC1 antagonist	PI5P4Ka inh	GLP1R inv ag	HEK293 tox	GLP1R ag	PLK1 PBD inh	IL-2 act
COc1ccccc1C1C(C(C)=O)=C(O)C(=O)N1CCc1ccccc1 (configuration not stated)	-4%[57.5 µM]	7%	-20%	0	4%	10%	3%	-24%	3.8
COC(=O)c1sc(NC(=O)/C=C/c2ccc(OC)c(OC)c2)c(C(=O)OC)c1C	i	.	.	.	-5%	-14%	0%	.	.
CC1CCCCC1NC(=O)COC(=O)COc1ccc(Cl)cc1 (configuration not stated)	i	-11%	-17%	10	-1%	3%	3%	-6%	-1.1

The whole of this part, from the start:
SMILES	PTHR1 ag	EPAC1 ag	EPAC1 antagonist	PI5P4Ka inh	GLP1R inv ag	HEK293 tox	GLP1R ag	PLK1 PBD inh	IL-2 act
COc1ccccc1C1C(C(C)=O)=C(O)C(=O)N1CCc1ccccc1 (configuration not stated)	-4%[57.5 µM]	7%	-20%	0	4%	10%	3%	-24%	3.8
COC(=O)c1sc(NC(=O)/C=C/c2ccc(OC)c(OC)c2)c(C(=O)OC)c1C	i	.	.	.	-5%	-14%	0%	.	.
CC1CCCCC1NC(=O)COC(=O)COc1ccc(Cl)cc1 (configuration not stated)	i	-11%	-17%	10	-1%	3%	3%	-6%	-1.1
Nc1nc(CSC(=S)N2CCCCC2)nc(Nc2ccccc2)n1	i	5%	-14%	-1	-30%	?	28%	-8%	-1.7
COc1ccc(C(=O)CNc2ccc3ccccc3c2)cc1	i	3%	-2%	0	-4%	10%	5%	-12%	-0.2
O=C(CCSc1nc(-c2ccco2)cc(C(F)(F)F)n1)N1CCCc2ccccc21	-57%[inhibitor][57.5 µM]	-2%	1%	-12	?	-2%	0%	-7%	-0.4
C[C@H](CO)N1C[C@H](C)[C@@H](CN(C)S(=O)(=O)c2ccc(Oc3ccccc3)nc2)OCc2cn(nn2)CCCC1=O	-3%	2%	15%	6	6%	0%	0%	-13%	-1.0
O=C(Nc1nc(-c2ccc(F)c(F)c2)cs1)Nc1ccc(F)cc1F	-16%	-3%	-14%	-5	-3%	5%	-4%	-15%	-0.9
Cc1cccc(NC(=O)C(C)Sc2nnc(-c3cccnc3)o2)c1 (configuration not stated)	2%	-13%	-5%	0	9%	1%	-7%	-12%	0.1
Cc1sc(NC(=O)c2ccccc2)c(C(=O)NC(C)C)c1C	i	1%	4%	.	2%	-24%	0%	-1%	0.6
COc1ccccc1NC(=O)C1=C(C)Nc2nc(SCc3ccccc3F)nn2C1c1ccncc1 (configuration not stated)	i	.	.	.	6%	3%	-1%	.	.
CCn1c(SCC(=O)Nc2ccc(NC(=O)c3ccco3)c(OC)c2)nc2ccccc2c1=O	-43%[inhibitor]	7%	-11%	.	17%	-7%	-11%	-8%	-1.5
CCc1cccc2c(C(=O)CSc3nncn3C)c[nH]c12	i	-3%	-8%	5	6%	4%	4%	-2%	0.5
COc1ccc(C(=S)N2CCCC2)cc1	-1%	5%	-18%	2	7%	9%	6%	-26%	-0.3
CCN1C(=O)[C@@H]2Cc3c([nH]c4ccccc34)C(c3cc(OC)c(OC)c(OC)c3)N2C1=S (some centres not stated)	-2%	-23%	?	16	?	123%[activator]	7%	11%	94*
O=C(OCc1c(-c2ccccc2)ncc2ccccc12)c1ccc(Br)cc1	-61%[inhibitor]	-4%	-11%	13	6%	-4%	15%	-5%	-2.1
CNC(=O)C(=O)NCC1OCCCN1S(=O)(=O)c1ccc(F)cc1C (configuration not stated)	-9%	29%	-4%	-4	29%	8%	1%	-4%	0.5
CCC(C)(C)n1nnnc1CN(Cc1cccs1)Cc1cc2cc(OC)ccc2[nH]c1=O	i	13%	1%	.	44%[activator]	?	-1%	-2%	-2.3
Cc1cc(C)c2cc(C(=O)N(C)C3CCN(C)CC3)[nH]c2c1	i	-14%	28%	-3	5µM*	7%	9%	0%	-2.4
COc1ccccc1NC(=O)CCNS(=O)(=O)c1ccc2c(c1)CC(C)N2C(=O)C1CC1 (configuration not stated)	-20%	8%	-24%	-2	6%	-24%	3%	?	-1.6

Reprinted at random: three entries already listed, in no set order.
SMILES	PTHR1 ag	EPAC1 ag	EPAC1 antagonist	PI5P4Ka inh	GLP1R inv ag	HEK293 tox	GLP1R ag	PLK1 PBD inh	IL-2 act
O=C(OCc1c(-c2ccccc2)ncc2ccccc12)c1ccc(Br)cc1	-61%[inhibitor]	-4%	-11%	13	6%	-4%	15%	-5%	-2.1
CC1CCCCC1NC(=O)COC(=O)COc1ccc(Cl)cc1 (configuration not stated)	i	-11%	-17%	10	-1%	3%	3%	-6%	-1.1
CCc1cccc2c(C(=O)CSc3nncn3C)c[nH]c12	i	-3%	-8%	5	6%	4%	4%	-2%	0.5

(next part)
SMILES	PTHR1 ag	EPAC1 ag	EPAC1 antagonist	PI5P4Ka inh	GLP1R inv ag	HEK293 tox	GLP1R ag	PLK1 PBD inh	IL-2 act
CC(C)CC(=O)N1CCN(Cc2ccc(Br)cc2)CC1	-23%	-2%	1%	-4	-10%	-2%	7%	8%	1.0
CCN(CC)C(=O)C1CCN(Cc2ccc(OCc3ccccc3)cc2)CC1	-37%[inhibitor]	9%	12%	0	-21%	-6%	1%	-2%	-0.7
Cc1ccc(OCC(=O)N2CCN(S(=O)(=O)c3ccc(Cl)cc3)CC2)c([N+](=O)[O-])n1	i	6%	-19%	1	-1%	-9%	6%	0%	-0.3
COc1ccc(NC(=O)c2c(C)noc2C)cc1S(=O)(=O)N1CCCCC1	-5%	-10%	-22%	2	10%	0%	-2%	-7%	-1.5
COc1ccccc1NC(=O)C(C)NS(=O)(=O)c1ccc(Cl)cc1 (configuration not stated)	i	4%	-3%	1	-17%	-4%	-3%	-24%	1.6
CC(Nc1nc(-c2ccc(F)cc2)cs1)c1nc2cc(Cl)c(Cl)cc2n1CCOCCO (configuration not stated)	-8%	-4%	3%	-2	8%	8%	2%	-19%	-2.7
O=C(CSc1ccccc1F)NNC(=O)c1cncc(Br)c1	i	-2%	10%	-4	22%	-9%	-7%	-4%	0.0
O=C(CSc1ccc(-c2ccco2)nn1)N1CCCCCC1	-8%	-6%	-29%	-3	7%	-3%	0%	-14%	-5.0
O=C(Nc1ccccc1)O/N=C1/CCCc2occc21	i	3%	-2%	-1	3%	1%	4%	-3%	-0.6
Cc1ccc(CNS(=O)(=O)c2ccc(C(C)(C)C)cc2)n1C	-1%[57.5 µM]	-2%	8%	.	-8%	-11%	-1%	-4%	0.0
COC(=O)CSc1nc2sc3c(c2c(=O)n1-c1ccccc1C)CC(C)(C)OC3	-19%	.	.	.	31%[activator]	19%	10%	.	.
Cc1ccc(-c2nnn(CC(=O)N(CC(=O)NC3CCCCC3)c3ccccc3F)n2)o1	-9%	-11%	-7%	-8	-26%	11%	11%	-9%	0.1
Cc1ccc(C)c(N2CCN(S(=O)(=O)c3ccc(-c4cc(C)no4)s3)CC2)c1	i	-6%	-14%	-4	-15%	11%	-6%	-5%	3.0
CC1=C(C(=O)N(C(C)C)C(C)C)CC(CC(=O)NC(c2ccccc2)c2ccccc2)C(=O)N1Cc1ccc(F)cc1 (configuration not stated)	-11%	-8%	-15%	12	?	3%	-2%	5%	-0.2
CCOc1ccccc1NC(=O)CCNS(=O)(=O)c1cccc2nsnc12	i	3%	2%	-3	3%	-3%	11%	-3%	-0.6
CC(=O)NCC(O)c1ccc([N+](=O)[O-])cc1 (configuration not stated)	-32%[inhibitor]	3%	6%	-1	-1%	-8%	-2%	-1%	-2.0
CC(=O)Nc1ccc(S(=O)(=O)N2CCC(N3CCCC3)CC2)cc1	-12%	1%	7%	-7	14%	7%	6%	0%	-4.1
COc1ccc(NC(=O)Cn2cc(C(=O)c3ccccc3)c(=O)c3cc(OC)ccc32)c(OC)c1	i	.	.	.	12%	0%	0%	.	.
CCCNC(=O)COC(=O)c1cc2c(=O)n3ccccc3nc2s1	-10%	4%	13%	-13	13%	29%	16%	-4%	-2.4
CCc1ccc(NS(=O)(=O)c2cc(OC)ccc2OC)cc1	-10%[57.5 µM]	-4%	-12%	.	?	-4%	0%	2%	-0.4
Cc1cnc(NC(=O)COc2cccc3c2OC(C)(C)C3)s1	i	0%	-15%	-4	?	6%	1%	-8%	-0.3
COc1ccc(CCNC(=O)c2cccc3ccccc23)cc1OC	-7%	7%	13%	1	7%	-8%	1%	-1%	1.4
CCN(CC)S(=O)(=O)c1cccc(C(=O)OCC(=O)Nc2ccccc2OC(F)F)c1	?	16%	-3%	.	-8%	1%	18%	-6%	2.9
CC(=O)NCCc1nc(-c2ccc(Cl)cc2)no1	-58%[inhibitor]	-8%	10%	0	7%	2%	-1%	0%	0.0
Cc1ccc(C(=O)Nc2cccc(-c3ccc(N4CCOCC4)nn3)c2)cc1	-2%	-4%	?	5	7%	6%	14%	-8%	-0.1

A portion of the library; count on the stated rates, not on these rows.
